APEX1 inh – blocks human APE1 abasic DNA cleavage; 350,000 compounds, 0.35% hits; recombinant APE1, TAMRA/BHQ-2 abasic DNA cleavage fluorescence; P27695; Potency, µM (titrated, usually from 65.8 µM), for the others: top-dose activity change, negative = inhibition, most hits filed as inhibitors;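 also: potency is read from the fitted curve at half-maximal effect; plate controls were vehicle for no effect and reference inhibitor for full effect; nearly all actives have a fitted effect of over 55% in size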
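Activity was derived from the fluorescence gain between first and third kinetic reads (60 s intervals, ex 525/em 598 nm) after 50 nM THF-abasic TAMRA/BHQ-2 duplex was added to 0.75 nM APE1 preincubated 15 min with compound.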
Apoferritin bind – candidate novel general anesthetic via apoferritin binding; apoferritin/1-aminoanthracene competitive binding, fluorescence; 350,000 compounds, 0.074% hits; AID 485281; Potency, µM (series often up to 77.5 µM), without a hit: at the highest dose activity change, negative = displacement, actives largely listed as inhibitors; P02791; also: potency is read from the fitted curve at half-maximal effect; % is scaled to controls: 0 for no effect and ±100 for the full control effect; nearly all actives have a fitted effect of over 20% in size
Target sequence (P02791 2-175 limits assumed): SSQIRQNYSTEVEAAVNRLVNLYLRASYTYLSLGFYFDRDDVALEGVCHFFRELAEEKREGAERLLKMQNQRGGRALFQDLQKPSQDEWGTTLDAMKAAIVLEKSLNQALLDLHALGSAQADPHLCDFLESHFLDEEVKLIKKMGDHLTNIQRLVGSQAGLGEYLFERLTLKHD
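Apoferritin-based anesthetic binding model; compound displacement of fluorescent 1-AMA measured as endpoint fluorescence after 10 minutes at room temperature, scaled to free-ligand and complex controls.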
BLM helicase inh – blocks DNA unwinding by human BLM helicase. P54132. Potency, µM (series often up to 56.1 µM), for inactives: top-dose activity change, negative = inhibition, most hits filed as inhibitors. recombinant BLM DNA unwinding, fluorescence dequenching. 350,000 compounds, 0.2% hits;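 also: potency is read from the fitted curve at half-maximal effect; plate controls were vehicle for no effect and no enzyme for full effect; nearly all actives have a fitted effect of over 35% in size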
POLK inh – inhibitors of human DNA polymerase kappa; Potency, µM (series often up to 107 µM), for the others: top-dose activity, negative = inhibition, actives largely listed as inhibitors; Q9UBT6; purified Pol kappa, fluorescent DNA synthesis assay, 10 min; 400,000 compounds, 0.53% hits; also: potency is read from the fitted curve at half-maximal effect; % is scaled to controls: 0 for no effect and ±100 for the full control effect
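10 nM Pol kappa was preincubated with compounds for 15 min at room temperature. Reaction started with 50 nM (final) substrate. Fluorescence read kinetically at 0 and 10 min.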
Pol beta inh – inhibitors of human DNA polymerase beta | P06746 | Pol beta primer extension/strand displacement, fluorescence kinetic | Potency, µM (doses to about 114 µM), inactives show at the highest dose activity change, negative = inhibition, hits mostly inhibitors | 340,000 compounds, 1.3% hits; also: potency is read from the fitted curve at half-maximal effect; % is scaled to controls: 0 for no effect and ±100 for the full control effect
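Preincubation: enzyme (10 nM) with compound, 15 min, RT. Reaction: substrate added to 50 nM final. Reads: 0 and 10 min. Analysis: normalized, Hill fit.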
Pol iota inh – blocks human DNA polymerase iota activity. Pol iota fluorescent replication assay, 10 min. Potency, µM (doses to about 115 µM), for the others: at the top dose activity, negative = inhibition, usual class: inhibitors. 390,000 compounds, 1% hits; also: potency is read from the fitted curve at half-maximal effect
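Pol iota at 10 nM preincubated 15 min with compounds at room temperature; reaction started with fluorescent substrate, 50 nM final. Fluorescence read kinetically at 0 and 10 min; buffer-only wells as negative control.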
Tb PGK inh – blocks T. brucei phosphoglycerate kinase; PGK/GAPDH coupled, Kinase-Glo luminescence, 60 min; Potency, µM (titrated, usually from 57.5 µM), inactives show at the top dose activity change, negative = inhibition, actives largely listed as inhibitors; 380,000 compounds, 0.043% hits; also: potency is read from the fitted curve at half-maximal effect; % is scaled to controls: 0 for no effect and ±100 for the full control effect; nearly all actives have a fitted effect of over 60% in size
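Recombinant glycosomal PGK reaction used 1,3-bisphosphoglycerate generated in-well by GAPDH (100nM final) in 100mM TEA pH 7.6, 5mM MgCl2, 0.01% Tween-20. After 60 minutes at room temperature, ATP was read by Kinase-Glo Plus luminescence end-point.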
Pol eta inh – blocks human DNA polymerase eta activity. Q9Y253. recombinant Pol eta, fluorescent DNA replication assay. Potency, µM (top dose mostly 114 µM), for inactives: at the highest dose activity change, negative = inhibition, actives largely listed as inhibitors. 390,000 compounds, 1.2% hits. AID 588591; also: potency is read from the fitted curve at half-maximal effect; % is scaled to controls: 0 for no effect and ±100 for the full control effect
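Fluorescent replication assay: 50 nM final substrate added after a 15 min room-temperature compound preincubation with 10 nM enzyme. Signal taken at 0 min and again at 10 min.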
RXFP1 antagonist – blocks the human relaxin receptor RXFP1; HEK293-RXFP1, relaxin-stimulated cAMP HTRF, 30 min; hits give low values; activity change, negative = inhibition, % at 57.5 µM; 350,000 compounds, 0.59% hits; AID 1259400;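 active = activity change of -60% or lower, but not beyond a set lower limit; inconclusive = change between -60% and -40%, or beyond the set limit; inactive = change above -40%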; also: % is scaled to controls: 0 for no effect and ±100 for the full control effect
Target sequence (Q9HBX9 whole entry, looked up): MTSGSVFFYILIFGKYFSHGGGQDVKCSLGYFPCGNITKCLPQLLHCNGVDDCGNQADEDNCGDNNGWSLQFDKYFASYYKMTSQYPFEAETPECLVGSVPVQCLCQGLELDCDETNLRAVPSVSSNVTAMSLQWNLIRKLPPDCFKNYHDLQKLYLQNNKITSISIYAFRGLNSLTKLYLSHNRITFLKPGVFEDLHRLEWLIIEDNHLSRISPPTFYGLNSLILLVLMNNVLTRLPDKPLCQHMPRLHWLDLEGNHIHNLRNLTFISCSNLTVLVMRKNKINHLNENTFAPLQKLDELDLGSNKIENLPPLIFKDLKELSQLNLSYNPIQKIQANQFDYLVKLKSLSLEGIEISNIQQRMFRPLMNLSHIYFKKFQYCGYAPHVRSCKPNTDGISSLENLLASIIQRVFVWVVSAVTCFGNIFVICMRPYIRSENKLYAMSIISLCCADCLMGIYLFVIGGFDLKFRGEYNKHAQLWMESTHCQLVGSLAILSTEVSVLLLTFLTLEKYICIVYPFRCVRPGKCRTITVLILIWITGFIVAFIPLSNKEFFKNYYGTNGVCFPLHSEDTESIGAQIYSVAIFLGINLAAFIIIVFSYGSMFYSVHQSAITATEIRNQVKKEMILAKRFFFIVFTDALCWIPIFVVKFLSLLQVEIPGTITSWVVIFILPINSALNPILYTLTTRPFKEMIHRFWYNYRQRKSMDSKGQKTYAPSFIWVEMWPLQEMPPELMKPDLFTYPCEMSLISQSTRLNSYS
* marks the source's active call; other numbers are inactive results; i = inactive; ? = inconclusive; / = not tested or not shown; & = joins results of further samples; [ ] = remark or other dose. Unless noted, calls follow the shape of the dose curve; as a rule, active = well fitted curve in the direction sought with a large enough effect; inconclusive = small, poorly fitted or top-dose-only effect, or another doubt; inactive = no such curve, though single readings can be large; an effect the other way counts as inactive or inconclusive. Only part of the results is shown. The share of hits here may be higher or lower than overall.

1	Cc1ccc(S(=O)(=O)N2CCCC(c3nc(-c4ccc(C)o4)no3)C2)cc1 (stereo not given)
2	CC(=O)Nc1cccc(/C(C)=N/NC(=O)c2cccc(S(=O)(=O)N3CCOCC3)c2)c1
3	Cc1ccc(CN2C(=O)C(Cc3ccccc3)Nc3ncnc(N4CCN(c5ccccc5)CC4)c32)cc1 (stereo not given)
4	Cc1ccc2[nH]c(C)c(CCNC(=O)c3c(N)no[n+]3[O-])c2c1
5	CCOC(=O)C1CCN(c2cc3c(cc2NC(=O)c2ccccc2OCC)n(C)c(=O)n3C)CC1
6	COc1ccc(Cn2nnnc2CN2CCN(c3ccc(OC)cc3)CC2)cc1
assay / entry	1	2	3	4	5	6
APEX1 inh	1%	-1%	5%	2%	66%[activator]	13%
Apoferritin bind	-7%	-20%	/	-16%	-6%	-9%
BLM helicase inh	-1%	1%	/	-7%	-9%	2%
POLK inh	-7%	-12%	6%	-3%	11%	-6%
Pol beta inh	-5%	17%	/	17%	0%	-8%
Pol iota inh	-19%	108%[activator]	16%	88%[activator]	35%[activator]	105%[activator]
Tb PGK inh	-9%[11.5 µM]	i	-3%	-1%	-3%	9%
Pol eta inh	3%	-12%	-13%	-18%	-21%	-18%
RXFP1 antagonist	-5	-15	/	-8	1	-24

7	CC(=O)c1c(C)[nH]c(C(=O)NNC(=O)COc2cc(C)ccc2C(C)C)c1C
8	CCCCCOc1ccc(C(=O)OCC(=O)Nc2cc(C)on2)cc1
9	COc1ccc(CN2CCC(n3nccc3NC(=O)C3CCCC3)CC2)cc1
10	CCOC(=O)c1ccc(N2CSC3=C(C#N)C(c4cccs4)CC(=O)N3C2)cc1 (stereo not given)
11	CCc1cc2c(SCc3nc4sc(C(C)=O)c(C)c4c(=O)[nH]3)ncnc2s1
12	COc1ccc(NC(=S)NC(NC(=O)C(C)C)C(Cl)(Cl)Cl)c([N+](=O)[O-])c1 (stereo not given)
assay / entry	7	8	9	10	11	12
APEX1 inh	4%	2%	9%	0%	-10%	-5%
Apoferritin bind	/	/	-9%	-22%	-10%	-12%
BLM helicase inh	/	/	4%	-2%	-22%	2%
POLK inh	2%	-11%	-1%	-14%	-26%	-11%
Pol beta inh	/	/	4%	0%	?	17%
Pol iota inh	9%	4%	-8%	-7%	?	9%
Tb PGK inh	-2%	-9%	6%	0%	-6%	4%
Pol eta inh	-5%	-3%	2%	-3%	-19%	2%
RXFP1 antagonist	-5	3	4	-2	-10	-4

13	CCN(CC)CCC(=O)Nc1ccc2c(c1)N(C(=O)CN(CC)CC)c1ccccc1CC2
14	Cc1ccc(NC(=S)NNC(=O)c2ccccc2OC(F)F)cc1
15	Fc1ccccc1N1CCN(Cc2nc(-c3ccccc3)no2)CC1
16	O=C(Nc1ccc(C(=O)OCc2cc(=O)n3nc(C4CC4)sc3n2)cc1)c1ccccc1
17	CCC(=O)c1ccc(OCC(=O)NCc2ccccc2CN2CCCC2)cc1
18	O=c1[nH]c(C2CCN(S(=O)(=O)c3ccc4c(c3)OCCO4)CC2)nc2c1nnn2Cc1cccc(F)c1
assay / entry	13	14	15	16	17	18
APEX1 inh	0%	0%	7%	/	35%	-5%
Apoferritin bind	-2%	-20%	-4%	0%	/	-6%
BLM helicase inh	-10%	-2%	-14%	-17%	/	-9%
POLK inh	-13%	-2%	-2%	-7%[60.1 µM]	-1%	-2%
Pol beta inh	65%	2%	-15%	5%	/	78%
Pol iota inh	18%	8%	-1%	-13%	38%[activator]	-7%
Tb PGK inh	-9%	-4%	-11%	9%	5%	i
Pol eta inh	-13%	-3%	-14%	-2%	-14%	-14%
RXFP1 antagonist	-9	26	-17	-1	-8	-10

19	Cc1ccc(C(=O)CN2C(=O)NC3(CCc4ccccc43)C2=O)s1 (stereo not given)
20	COC(=O)c1ccc(NC(=O)c2cccc(NC(=O)c3ccco3)c2)cc1
21	Cc1cccc(N(Cc2ccccc2)C(=O)c2cccc(S(=O)(=O)N3CC(C)OC(C)C3)c2)c1 (stereo not given)
22	O=C(O)CCCn1c(=S)[nH]c2c(sc3ccc([N+](=O)[O-])cc32)c1=O
23	COc1ccc(NC(=O)c2cc3ccccc3o2)cc1S(=O)(=O)N1CCCCC1
24	O=C(O)c1ccccc1C(=O)c1ccc2oc(=O)[nH]c2c1
assay / entry	19	20	21	22	23	24
APEX1 inh	-20%	14%	16%	-3%	-1%	/
Apoferritin bind	/	-1%	/	-9%	/	/
BLM helicase inh	/	-11%	/	2%	/	/
POLK inh	-14%	1%	-13%	-17%	-11%	?
Pol beta inh	/	-20%	/	1%	/	/
Pol iota inh	11%	33%[activator]	16%	-14%	27%	?
Tb PGK inh	-7%	-2%	-5%	-3%	-1%	-18%
Pol eta inh	-8%	-8%	-12%	13%	-23%	22µM*
RXFP1 antagonist	-5	-12	-10	1	-30	-10

25	Cc1ccc(NC(=O)C2CCCN(S(=O)(=O)c3cccnc3)C2)cc1C (stereo not given)
26	COc1ccc(CCn2c(C)cc(C(=O)CN3C(=O)C(=O)N(Cc4ccco4)C3=O)c2C)cc1
27	CC1C=Cc2ccccc2N1C(=O)c1ccccc1 (stereo not given)
28	O=C(NCCC1=CCCCC1)c1ccc(Cl)c(S(=O)(=O)N2CCOCC2)c1
29	CC1CN(N=Cc2ccc([N+](=O)[O-])o2)C(=N)O1 (stereo not given)
30	O=C(/C=C/c1ccc(Cl)cc1)Nc1ccc(S(=O)(=O)Nc2ncccn2)cc1
assay / entry	25	26	27	28	29	30
APEX1 inh	-21%	-7%	-1%	-2%	/	2%
Apoferritin bind	-15%	/	?	-16%	/	-3%
BLM helicase inh	1%	/	-1%	-8%	/	1%
POLK inh	20%	-14%	-6%	-23%	1%	-14%
Pol beta inh	-2%	/	16%	?	/	-26%
Pol iota inh	17%	-18%	14%	1%	9%	17%
Tb PGK inh	i	-2%	5%[11.5 µM]	0%	-9%	-5%
Pol eta inh	-15%	-4%	-15%	-1%	-15%	5%
RXFP1 antagonist	0	-2	-6	1	-6	-6

A draw from above in order of molar mass, falling.
30	O=C(/C=C/c1ccc(Cl)cc1)Nc1ccc(S(=O)(=O)Nc2ncccn2)cc1
23	COc1ccc(NC(=O)c2cc3ccccc3o2)cc1S(=O)(=O)N1CCCCC1
28	O=C(NCCC1=CCCCC1)c1ccc(Cl)c(S(=O)(=O)N2CCOCC2)c1
25	Cc1ccc(NC(=O)C2CCCN(S(=O)(=O)c3cccnc3)C2)cc1C (stereo not given)
22	O=C(O)CCCn1c(=S)[nH]c2c(sc3ccc([N+](=O)[O-])cc32)c1=O
24	O=C(O)c1ccccc1C(=O)c1ccc2oc(=O)[nH]c2c1
27	CC1C=Cc2ccccc2N1C(=O)c1ccccc1 (stereo not given)
assay / entry	30	23	28	25	22	24	27
APEX1 inh	2%	-1%	-2%	-21%	-3%	/	-1%
Apoferritin bind	-3%	/	-16%	-15%	-9%	/	?
BLM helicase inh	1%	/	-8%	1%	2%	/	-1%
POLK inh	-14%	-11%	-23%	20%	-17%	?	-6%
Pol beta inh	-26%	/	?	-2%	1%	/	16%
Pol iota inh	17%	27%	1%	17%	-14%	?	14%
Tb PGK inh	-5%	-1%	0%	i	-3%	-18%	5%[11.5 µM]
Pol eta inh	5%	-23%	-1%	-15%	13%	22µM*	-15%
RXFP1 antagonist	-6	-30	1	0	1	-10	-6

Following part.
31	COC(=O)c1cc(=O)n(-c2ccccc2)c(=Nc2ccccc2)s1
32	O=S(=O)(Nc1cccc(S(=O)(=O)N2CCOCC2)c1)c1ccc(Cl)s1
33	Cc1ncc(S(=O)(=O)c2ccc(Cl)cc2)c(N)n1
34	CCOc1ccc2c(c1)-c1c(ssc1=S)C(C)(C)N2C(=O)CSC1=NCCS1
35	CC(=O)Nc1ccc(S(=O)(=O)NCCC(=O)N2CCN(C(c3ccccc3)c3ccccc3)CC2)cc1
36	CCCc1nc(NC(C)=O)c(C#N)c(-c2ccco2)c1CC
assay / entry	31	32	33	34	35	36
APEX1 inh	-2%	?	/	-2%	9%	3%
Apoferritin bind	-4%	-6%	/	-12%	/	-11%
BLM helicase inh	0%	-1%	/	-10%	/	-5%
POLK inh	-22%	-43%	-6%	-1%	-7%	-2%
Pol beta inh	-2%	90%	/	2%	/	8%
Pol iota inh	-18%	?	12%[58.9 µM]	6%	25%	55%[activator]
Tb PGK inh	0%	0%	-7%	-7%	i	-3%
Pol eta inh	-5%	-18%	3%	-4%	-5%	-12%
RXFP1 antagonist	-40	-16	1	0	-12	16

37	N#Cc1c(-c2ccccc2)nc(N2CCOCC2)[nH]c1=O
38	CCOC(=O)c1ccc(NC(=O)N2C3CCCC2CC(NC(C)=O)C3)cc1 (stereo not given)
39	COc1cc(/C=C(\C#N)c2[nH]nc(N)c2C#N)cc(OC)c1O
40	CC(Cc1ccccc1)C(=O)N(C)Cc1ccccc1 (stereo not given)
41	CCC(=O)c1c[nH]c(C(=O)NCC2CCCO2)c1 (stereo not given)
42	CCOCCCNC(=O)NC(CCC(C)C)c1c(-n2cccc2)sc2c1CCN(C)C2 (stereo not given)
43	CCOC(=O)c1cccc(NC(=O)CCCn2c(C)c3cnn(-c4ccccc4)c(=O)c3c2C)c1
44	Cc1ccc2oc(C(=O)Nc3cccc(Cl)c3)cc(=O)c2c1
assay / entry	37	38	39	40	41	42	43	44
APEX1 inh	-5%	3%	-5%	0%&1%	-1%	/	/	/
Apoferritin bind	0%	2%	1%	4%&6%	1%	54%[activator]	2%	5%
BLM helicase inh	-2%	1%	-5%	0%&0%	2%	0%	-2%	-7%
POLK inh	-7%	-5%	-20%	-5%	1%	-12%	-5%	?
Pol beta inh	29%	4%	?	3%	10%	-24%	24%	6%
Pol iota inh	?	7%	?	29%	18%	-24%	-12%	?
Tb PGK inh	-15%	-7%	-3%	-5%	7%	6%	i	15%
Pol eta inh	-18%	-10%	?	-2%	-6%	-10%	-3%	-6%
RXFP1 antagonist	0	-3	7	/	-6	1	/	-6

Screening data (PubChem)
